AmpC det inh = Promiscuous and Specific Inhibitors of AmpC Beta-Lactamase (assay with detergent) | P00811 | purified AmpC, nitrocefin hydrolysis with detergent | Potency, µM (series often up to 28.7 µM), for inactives: top-dose activity change, negative = inhibition | hit rate 0.09% among 71,000; active = well fitted curve in the direction sought with a large enough effect
Target sequence (P00811 whole entry, looked up): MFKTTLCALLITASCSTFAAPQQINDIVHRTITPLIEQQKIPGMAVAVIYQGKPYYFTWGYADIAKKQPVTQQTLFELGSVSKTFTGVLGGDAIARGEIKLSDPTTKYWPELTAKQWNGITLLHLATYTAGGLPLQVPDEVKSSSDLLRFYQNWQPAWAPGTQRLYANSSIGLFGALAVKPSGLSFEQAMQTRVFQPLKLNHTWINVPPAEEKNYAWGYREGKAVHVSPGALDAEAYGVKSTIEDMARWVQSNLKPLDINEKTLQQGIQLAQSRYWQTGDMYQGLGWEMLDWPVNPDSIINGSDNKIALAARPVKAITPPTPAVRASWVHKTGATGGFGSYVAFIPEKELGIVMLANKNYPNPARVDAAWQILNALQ
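E. coli AmpC (5.3 nM) in 20 mM phosphate pH 7.0 with 0.01% Triton X-100, preincubated 15 min RT with compound; nitrocefin (2 uL of 800 uM stock) hydrolysis followed by 480 nm absorbance every 20 s over 4 min.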
Active calls of the source: *; & = joins results of further samples; [ ] = dose if it differs, or a comment. % is scaled to controls: 0 for no effect and ±100 for the full control effect; potency is read from the fitted curve at half-maximal effect. These rows are one share of the data, so the mix of outcomes need not match the whole.

no. | Compound | AmpC det inh
1 | COC(=O)c1ccc(C(NC(=O)OCc2ccccc2)/C(F)=C/[C@@H](C)C(=O)NCc2cc(F)cc(F)c2)cc1 (stereo not given in full) | 19%
2 | CC(C)CC(OC(=O)c1ccco1)C(=O)NC1CCCCC1 (stereo not given) | 2%
3 | O=C1CC(c2ccco2)Cc2nc(Nc3nc(-c4ccccc4)c4ccccc4n3)ncc21 (stereo not given) | 12%
4 | c1ccc2c(c1)[nH]c1c(N3CCOCC3)ncnc12 | 4%
5 | COC(=O)c1cc(NC(=O)C2CC=CCC2C(=O)O)cc(C(=O)OC)c1 (stereo not given) | -1%
6 | CCOC(=O)Cn1c2c(c(=N)c3ccccc31)CCC2 | -3%
7 | CCC(=O)Nc1ccc(Oc2ccc3c(c2)C(=O)NC3=O)cc1 | -5%
8 | CN(C)c1nc(Nc2ccc(Cl)cc2)nc(OCC#N)n1 | -7%
9 | COc1ccc(S(=O)(=O)NC(C(C)C)C(C)C)cc1OC | 22%
10 | CS(=O)(=O)c1ccc2nc(NC(=O)CC3CCCC3)sc2c1 | -4%
11 | CCOC(=O)CN(C(=O)CSc1nnc2c(n1)[nH]c1ccc(OC)cc12)c1ccc(F)cc1 | -2%
12 | CCOC(=O)c1cc2c(=O)n3cccc(C)c3nc2n(CCOC)c1=NC(=O)c1ccncc1 | -1%
13 | CC1=C(C)C(=O)N(CCC(=O)O)C1=O | 4%
14 | O=c1c(-c2cccs2)nc2cnc(N3CCNCC3)nc2n1-c1ccccc1 | -4%
15 | Cn1c(=O)c2c(nc(CN3CCOCC3)n2CC(O)CO)n(C)c1=O (stereo not given) | 4%
16 | O=C(Cn1nnc(-c2ccc(Cl)cc2)n1)NCCC1=CCCCC1 | -3%
17 | CCC(=O)c1cc2c(cc1NC(=O)c1ccc(C)cc1)OCCO2 | -5%
18 | CCCCP(=O)(CCCC)c1ccccc1C(=O)O | 1%
19 | Nc1nonc1-c1nc2ccccc2n1Cc1ccc(F)cc1Cl | -5%
20 | Cc1noc(NS(=O)(=O)c2ccc(NC(=O)CCC3CCCC3)cc2)c1C | -1%
21 | Cc1[nH]c2ccccc2c1C1=CCNCC1 | 0%
22 | Cn1nnnc1Sc1ncnc2scc(-c3ccc(F)cc3)c12 | -3%
23 | O=C(CN1C(=O)NC(Cc2ccccc2)C1=O)Nc1ccc(F)cc1 (stereo not given) | -3%
24 | CCN(CC)CCN(Cc1cc2cc3c(cc2[nH]c1=O)OCCO3)C(=O)NC1CCCCC1 | -1%
25 | COc1cc2[nH]c(=S)n(CCN3CCOCC3)c(=O)c2cc1OC | 1%
26 | CC(=O)NCCc1cc2ccc(C)c(C)c2[nH]c1=O | -2%
27 | CN1CCN(c2ncc3nc(CCc4ccccc4)c(=O)n(C4CC4)c3n2)CC1 | -4%
28 | CCSC1=N/C(=C\c2ccc3c(c2)OCO3)C(=O)S1 | 7%
29 | CCCC(C)C(=O)NCc1ccccc1OC (stereo not given) | 10%
30 | Nc1nc2ccccc2n1/N=C/c1ccc(-c2ccccc2)o1 | -2%

Compounds above that have an aryl methoxy group:
no. | Compound | AmpC det inh
9 | COc1ccc(S(=O)(=O)NC(C(C)C)C(C)C)cc1OC | 22%
11 | CCOC(=O)CN(C(=O)CSc1nnc2c(n1)[nH]c1ccc(OC)cc12)c1ccc(F)cc1 | -2%
25 | COc1cc2[nH]c(=S)n(CCN3CCOCC3)c(=O)c2cc1OC | 1%
29 | CCCC(C)C(=O)NCc1ccccc1OC (stereo not given) | 10%

New compounds follow.
no. | Compound | AmpC det inh
31 | CCOC(=O)CSc1nc(C)cc(Oc2ccc(=O)n(C)n2)n1 | 11%
32 | O=C(Nc1ccc(Oc2ccccc2)cc1)C1CCN(c2ncccn2)CC1 | -2%
33 | Cc1ccc(NCC(O)C(O)C(O)CO)cc1C (stereo not given) | -1%
34 | O=C(Cn1cccc1)NCc1cccs1 | -3%
35 | Cc1nnc(SCCn2c(N3CCN(C)CC3)nc3c2c(=O)[nH]c(=O)n3C)s1 | -2%
36 | c1ccc(-c2cc3c(N4CCOCC4)ncnc3s2)cc1 | -4%
37 | Cn1c(=O)[nH]c(=O)c2c1nc(N1CCc3ccccc3C1)n2CCSc1nc2ccccc2s1 | 0%
38 | CCCOc1nc2c(c(=O)n(C)c(=O)n2C)n1CC | 0%
39 | CN1CCN(c2nc3cc(C(F)(F)F)ccc3n3cccc23)CC1 | -3%&-4%
40 | COC(=O)c1[nH]c2ccc(C)cc2c1NC(=O)CN1CCN(Cc2ccccc2)CC1 | -2%
41 | OCCOCCOCCn1c2ccccc2c2ccccc21 | -6%
42 | O=C(c1cccc(F)c1)N1CCC2(CCCN(Cc3ccccc3)C2)CC1 | 2%
43 | CCOC(=O)c1c(N)sc(C(=O)N2CCCCCC2)c1C | 10%
44 | COCCCNC(=O)CCSc1ccc(Cl)cc1 | 5%
45 | Cc1ccc(S(=O)(=O)N2C(=O)CCC2C(=O)Nc2ccc3c(c2)OCCO3)cc1 (stereo not given) | -7%
46 | CCCCn1cnc2c1c(=O)n(CC(=O)c1cc(C)n(C)c1C)c(=O)n2CC(C)C | -2%
47 | CN(C1CCS(=O)(=O)C1)S(=O)C12CC3CC(CC(C3)C1)C2 (stereo not given) | 0%
48 | N=c1sccn1CC(=O)NCCc1ccc(Cl)cc1 | -1%
49 | Nc1ccc(C(=O)NCC(=O)O)cc1 | 0%[12.8 µM]
50 | Cc1[nH]c2ccc(C(=O)OCCN(C)C)cc2c1C | 2%
51 | COC(=O)c1cc(NC2c3ncccc3C(=O)N2Cc2ccccc2)cc(C(=O)OC)c1 (stereo not given) | -4%
52 | COc1ccc(C2C(C#N)=C(N)Oc3cc(C)n(Cc4ccncc4)c(=O)c32)cc1 (stereo not given) | 13%
53 | Cc1ccc(NC(=O)COC(=O)c2ccc3c(c2)NC(=O)C2CCCN32)cc1C (stereo not given) | 0%
54 | CC1CCN(S(=O)(=O)c2cccc(C(=O)N(C)C3CCS(=O)(=O)C3)c2)CC1 (stereo not given) | -3%
55 | COC(=O)CC[C@@H](C)[C@@H]1CC[C@@H]2[C@@H]3CC[C@H]4C[C@@H](O)CC[C@@]4(C)[C@@H]3CC[C@]21C | -3%[5.75 µM]
56 | CSc1nc2c(c(=O)n1-c1ccc(F)cc1)SCC2 | -3%
57 | O=C(NCCc1ccccc1)C(c1cccs1)N(C(=O)c1csnn1)C1CC1 (stereo not given) | -1%
58 | CCC1Oc2ccccc2N(CC(=O)NCCCN2CCCCC2CC)C1=O (stereo not given) | -1%
59 | Cc1ccccc1-c1nnc(-c2ccccc2)o1 | 2%
60 | CC(=O)N(C(C)=O)c1ncc2c([nH]c3ccccc32)c1C#N | 5%
61 | O=C(COC(=O)c1cc(S(=O)(=O)N2CCCCC2)ccc1N1CCOCC1)NC1CCCCC1 | 0%
62 | CCOC(=O)c1[nH]nc(N)c1NC(=O)c1ccc(Cl)cc1Cl | -2%
63 | COc1ccc(-c2cc(C(=O)O)c3ccccc3n2)c(OC)c1 | -1%
64 | Nc1nc2n(n1)C(c1cccc(Cl)c1)CC(c1ccc(F)cc1)N2 (stereo not given) | 7%
65 | COc1ccc2ccccc2c1C1CC(=O)N2CN(C)CSC2=C1C#N (stereo not given) | -7%
66 | O=C1CC(c2ccccc2)CC(O)=C1C=NCc1ccco1 (stereo not given) | -2%
67 | CC(NC(=O)c1ccc2c(c1)OCO2)C(c1cccs1)N1CCOCC1 (stereo not given) | 6%
68 | O=c1c2[nH]c3ccc(F)cc3c2ncn1CCN1CCOCC1 | -1%
69 | COc1ccc(-c2cc(=O)n(-c3nc4ccccc4[nH]3)[nH]2)cc1 | -3%
70 | Cc1n[nH]c(=O)nc1NCc1ccco1 | 8%
71 | COC(=O)c1ccccc1NC(=O)CN1CCC(n2nnc3cc(F)ccc32)CC1 | -6%
72 | Cc1noc(C)c1C(=O)N1CCC2(CC1)OCCO2 | 1%
73 | O=c1c(-c2ccc(Cl)cc2)nc2cnc(N3CCNCC3)nc2n1-c1ccccc1 | 0%
74 | COc1ccccc1COCC(O)CNCC1(N2CCCCC2)CCCCC1 (stereo not given) | -2%
75 | Cc1cc2c(nn1)CCC/C2=N\O | -1%
76 | COc1ccc(NC(=O)c2cc(S(=O)(=O)N3CCCCC3)ccc2N2CCCCC2)cn1 | 1%
77 | Cc1[nH]c2ccccc2c1/C=N/O | -2%
78 | CCC(c1nnnn1Cc1cccs1)N1CCN(C2CCCC2)CC1 (stereo not given) | -1%
79 | COc1ccc(CN2C(=O)CCC2(C)C(=O)NC2CCCCCC2)cc1 (stereo not given) | 0%
80 | O=C(CC1Sc2ccccc2NC1=O)OCC(=O)N1CCc2ccccc21 (stereo not given) | -1%
81 | COC(=O)C1=C(C)N(C)C(C)=C(C(=O)OC)C1c1cccc(Br)c1 | -2%
82 | Cc1ccc(F)cc1NC(=O)c1ccc2c(c1)OCO2 | -1%
83 | COc1cccc(C2CC(c3ccc(Cl)cc3Cl)Nc3nc(N)nn32)c1 (stereo not given) | -1%
84 | CCOC(=O)C1CCCN(Cc2nc(N)nc(Nc3ccccc3)n2)C1 (stereo not given) | -3%
85 | COC(=O)c1ccccc1NC(=O)Cn1cc2c(n1)CCC(C)C2 (stereo not given) | 7%
86 | NC(=O)CSc1nnc(-c2cnccn2)n1-c1ccccc1 | -4%
87 | CC(C)Cc1nnc(NC(=O)c2ccncc2)s1 | 0%
88 | Cc1ccc(C)n1-c1ccc(-n2cnnn2)cc1 | 7%
89 | CC(C)=CCCC(C)CCO (stereo not given) | 5%
90 | Cc1cc(N2CCOCC2)nc2ccc(NC(=O)CCC(=O)N3CCCCC3)cc12 | -4%

Single entries from the results shown:
cpd 69 in AmpC det inh shows -3%
cpd 85 in AmpC det inh shows 7%
cpd 81 in AmpC det inh shows -2%

(further entries)
no. | Compound | AmpC det inh
91 | O=C(O)c1c(-c2c3ccc(=O)cc-3oc3cc(O)ccc23)cc2ccccc2c1-c1ccccc1 | -4%[5.75 µM]
92 | COc1ccc(-c2cc(C(F)(F)F)n3nc(C(=O)NCc4ccco4)cc3n2)cc1 | 3%
93 | C=CCNC(=O)CCCOc1cccc(C)c1 | -4%
94 | CC(C)Sc1ncnc2c1oc1ccccc12 | -2%
95 | CC12CS(=O)(=O)CC1SC(=S)N2c1ccccn1 (stereo not given) | 28%
96 | O=C(Nc1ccccc1)c1cc([N+](=O)[O-])ccc1Cl | -6%&-6%
97 | Cc1cc(/C=N/n2cnnc2)c(C)n1-c1cc(Cl)ccc1Cl | 8%
98 | Cc1ccccc1-n1c(SCc2c(C)noc2C)nnc1-c1ccncc1 | -2%
99 | CCCCCCNC(=O)c1c(O)c2ccccc2[nH]c1=O | 2%
100 | Cn1c(=S)[nH]c2cccnc21 | -3%
101 | O=c1cc(CSc2nc3cc(Cl)ccc3o2)nc2sccn12 | -2%
102 | O=C(NCCn1ccc2ccccc21)C1CCCCC1 | 10%
103 | COc1ccc(C2C(C(=O)N3CCC4(CC3)OCCO4)c3cc(OC)c(OC)cc3C(=O)N2C)cc1 (stereo not given) | 1%
104 | COc1cccc(-c2c(NC(=O)c3ccco3)n(-c3ccc(C)cc3)nc(C)c2=O)c1 | 16%
105 | CCOC(=O)C(NC(=O)CC)(Nc1ccc(S(=O)(=O)Nc2onc(C)c2C)cc1)C(F)(F)F (stereo not given) | 1%
106 | CN1CCc2c(sc3c2C(=O)NC(c2ccc4c(c2)OCO4)N3)C1 (stereo not given) | 0%
107 | O=C(O)CC1C(=O)NCCN1Cc1ccc(F)c(F)c1 (stereo not given) | 11%
108 | Cn1c(SCC(N)=O)nnc1-c1ccccc1 | 11%
109 | Cc1ccc(C)c(S(=O)(=O)Nc2ccccc2C(=O)Nc2cc(C)on2)c1 | -4%
110 | O=C(O)c1ccc(Cl)c2c1C1C=CCC1C(c1ccccn1)N2 (stereo not given) | 8%
111 | Cc1ccc(-c2nc(CSCC(=O)N3CCN(C(=O)c4ccco4)CC3)c(C)o2)cc1 | 11%
112 | O=C(NCc1ccncc1)c1cccc(F)c1 | -5%
113 | CCCOc1ccc(CC(CC(=O)O)(C(=O)O)C(=O)O)cc1 | 7%
114 | CCc1cccc(NS(=O)(=O)c2c(C)n[nH]c2C)c1 | -2%
115 | CCn1c(C(O)c2ccccc2)nc2ccccc21 (stereo not given) | 4%
116 | COCCCNC(=O)C1CC(=O)N(c2ccc(C)cc2)C1 (stereo not given) | -4%
117 | O=C(NC1CCCCC1)C1CC(=O)N(c2ccc(Cl)cc2)C1 (stereo not given) | 24%
118 | Cc1ccc(-c2cc(C(=O)NCc3cccs3)no2)cc1 | -4%
119 | Cc1c(C(=O)N2CCCc3ccccc32)oc2ccc(S(=O)(=O)N3CCOCC3)cc12 | 4%
120 | O=C(COC(=O)CCC(=O)c1ccc(Cl)cc1)NCC1CCCO1 (stereo not given) | 17%

Gathered by group: the entries above containing a CF3 group.
no. | Compound | AmpC det inh
39 | CN1CCN(c2nc3cc(C(F)(F)F)ccc3n3cccc23)CC1 | -3%&-4%
92 | COc1ccc(-c2cc(C(F)(F)F)n3nc(C(=O)NCc4ccco4)cc3n2)cc1 | 3%
105 | CCOC(=O)C(NC(=O)CC)(Nc1ccc(S(=O)(=O)Nc2onc(C)c2C)cc1)C(F)(F)F (stereo not given) | 1%

Remaining list, next part:
no. | Compound | AmpC det inh
121 | CC(C)CN(C(=O)COC(=O)c1cc2ccccc2oc1=O)C1CCS(=O)(=O)C1 (stereo not given) | -5%
122 | O=C(O)c1cc(S(=O)(=O)N2CCCC2)ccc1Br | -1%
123 | O=C(c1ccc2ccccc2c1)N1CCN(c2ccccc2)CC1 | 0%
124 | CN(Cc1ccccc1)C(=O)c1ccc2c(c1)OCCO2 | 8%
125 | COc1ccc(N2C(=O)c3cccc4cccc(c34)C2=O)nn1 | -3%

Compounds listed so far that have bromine:
no. | Compound | AmpC det inh
81 | COC(=O)C1=C(C)N(C)C(C)=C(C(=O)OC)C1c1cccc(Br)c1 | -2%
122 | O=C(O)c1cc(S(=O)(=O)N2CCCC2)ccc1Br | -1%

Screening results deposited in PubChem by National Center for Advancing Translational Sciences (NCATS).
